Compound activity: PubChem BioAssay, several laboratories
MgcRacGAP inhibition: MgcRacGAP GTPase-activating activity inhibitors, confirmation, biochemical, ADP Hunter fluorescence; MgcRacGAP-stimulated Rac1 GTP hydrolysis, ADP Hunter fluorescence; higher % means a stronger effect; GST-tagged Rac1 F28L mutant substrate; one-dose inhibition, % at 30 µM; IC50 in µM for titrated hits; 340,000 compounds, 0.6% hits;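 active means first-screen hits whose inhibition reached a set limit at any dose in the follow-up dose series; inconclusive means inhibition above the set first-screen limit but never retested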;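 further: fluorescence reports GDP produced by GAP-driven GTP hydrolysis; strong numbers were not always called active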
KOR beta-arrestin-1: KOR agonists, beta-arrestin recruitment, primary screen, cell-based, luminescence, uHTS (AID 1777). one-dose activation, % at 10 µM; EC50 in µM for titrated hits. 280,000 compounds, 0.02% hits. KOR beta-arrestin recruitment, luminescence; higher % means a stronger effect; in the data active means activation above about 50%, passing the limit was not always enough; further: a part of the inactive calls stands beside numbers as strong as those of hits
GPR55 LPI antagonism: inhibition of LPI-stimulated GPR55 beta-arrestin translocation – imaging, U2OS, beta-arrestin-GFP, LPI agonist, primary screen (AID 2013); inhibition, % at 10 µM; hits with a dose series show IC50 in µM; U2OS GPR55 beta-arrestin-GFP translocation imaging, LPI antagonism; higher % means a stronger effect; 290,000 compounds, 0.13% hits;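 active means spots per cell inhibited over 60%, with over 100 cells counted and total cytoplasm intensity under 500,000; inconclusive means wells with under 100 cells, flagged as likely toxic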;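 further: U2OS cells stably carrying GPR55 and arrestin-GFP stimulated by 5 µM LPI near EC80; imaged beta-arrestin-GFP aggregate spots per cell after agonist stimulation; plate controls were LPI-stimulated DMSO wells for no effect and DMSO wells without LPI for full effect; some results filed as inactive read as strong as hits; confirmed hits need IC50 under 10 µM and bright autofluorescent wells are also inconclusive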
Large T inhibition: TAg ATPase/helicase activity blockers – biochemical (AID 1903); inhibition, % at 20 µM; hits with a dose series show IC50 in µM; 310,000 compounds, 0.39% hits; SV40 large T antigen ATPase/helicase inhibition assay; higher % means a stronger effect; in the data active means a potency from the dose series; inconclusive means inhibition mostly from about 32% at the one dose, without a potency; inactive means the rest, 99 in 100 with inhibition below about 32%; further: strong numbers were not always called active
NOD1 inhibition: NOD1 signaling inhibitors, primary screen, cell-based, luminescence, uHTS (AID 1578); NOD1-driven NF-kB luciferase reporter cells, luminescence; higher % means a stronger effect; 290,000 compounds, 1% hits; one-dose inhibition, % at 4 µM; EC50 in µM for titrated hits; in the data active means inhibition mostly above about 36%, no sharp cut-off; inactive means mostly below about 34%;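 further: HEK-293T reporter cells stimulated with the NOD1 agonist gamma-tri-DAP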
KOR beta-arrestin-2: kappa opioid receptor blockers – cell-based, luminescence, uHTS (AID 1778); inhibition, % at 10 µM, or IC50 in µM where a hit was titrated; 290,000 compounds, 0.091% hits; KOR beta-arrestin recruitment, luminescence, antagonist mode; higher % means a stronger effect; further: strong numbers were not always called active
GPR55 activation: GPR55 agonists via beta-arrestin recruitment, primary screen, imaging, U2OS cells, beta-arrestin-GFP redistribution (AID 1961); one-dose activation, % at 10 µM; EC50 in µM for titrated hits; U2OS GPR55 beta-arrestin-GFP redistribution imaging; higher % means a stronger effect; 290,000 compounds, 0.048% hits;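 active means activation above 40% with more than 50 cells counted in the well; inconclusive means wells holding fewer than 50 cells, flagged as toxic or sparse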;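 further: U2OS osteosarcoma cells stably expressing GPR55 and beta-arrestin-GFP; plate controls were DMSO negative control for no effect and LPI positive control for full effect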
HIV peptide binding: cell-free HIV fusion peptide-binding blockers – biochemical, uHTS, fluorescence dequenching, primary screen (AID 1986) | one-dose inhibition, % at 20 µM; IC50 in µM for titrated hits | 290,000 compounds, 0.3% hits | cell-free peptide binding, fluorescence dequenching, 30 min; higher % means a stronger effect; in the data active means inhibition mostly above about 52%, no sharp cut-off; inactive means mostly below about 76%; further: some results filed as inactive read as strong as hits
HEK293 NOD2/NF-kB: inhibition of NOD2-driven NF-kB reporter – cell-based, luminescence, uHTS, HEK293 (AID 1566); HEK293 NOD2/NF-kB luciferase reporter, luminescence; higher % means a stronger effect; inhibition, % at 4 µM; hits with a dose series show EC50 in µM; 290,000 compounds, 0.63% hits; further: many of its hits are not listed in these tables
* marks the source's active call; other numbers are inactive results; ? = inconclusive; / = no result given; [ ] = another dose, or the depositor's remark. Unless noted, no stated cut-off is given here; in the data, active means inhibition above about 50%; inactive means the rest. A portion of the library; the hit share may differ from the screen's.

Below each compound: MgcRacGAP inhibition, KOR beta-arrestin-1, GPR55 LPI antagonism, Large T inhibition, NOD1 inhibition, KOR beta-arrestin-2, GPR55 activation, HIV peptide binding, HEK293 NOD2/NF-kB
CCOc1ccc(N2C(=O)Nc3ccc(Br)cc3C2(O)C(=O)NCCN(C)C)cc1 (stereo not drawn)
 : 5%, -0.1%, 0%, 7%, -14%, 1%, 0.0%, -0.8%, 17%
O=C(N1CCCCC1)N1CCN(S(=O)(=O)c2ccc(Cl)cc2)CC1
 : 4%, /, -2%, 9%, -42%, -26%[20 µM], -0.1%, 1.2%, 2%
COc1ccccc1NC(=O)c1sc2nc(-c3ccco3)ccc2c1N
 : 9%, -3.5%, -7%, 9%, 0%, 38%, 0.3%, 37%, 27%
N#CC1CC(c2ccccc2)=NN1c1ccccc1[N+](=O)[O-] (stereo not drawn)
 : 8%, -2.0%, 11%, 0%, -47%, 13%, -0.3%, -3.1%, -38%
O=C(CSc1nnc(-c2ccccc2)o1)N1CCCC1
 : 9%, -2.3%, 5%, -1%, -2%, -15%, -0.1%, 1.0%, -1%
COc1ccc(/C=N/OC/C(O)=C(\C#N)c2nc3ccccc3[nH]2)cc1OC
 : 9%, 3.9%, 4%, 0%, 10%, 15%, -0.3%, -2.3%, 24%
CCOc1ccc(/C=C2\SC(=S)N(NC(=O)c3ccncc3)C2=O)cc1OC
 : /, -2.5%, -6%, 14%, 5%, 32%, -0.1%, 6.9%, 7%
O=C(O)c1ccc2c(c1)-c1cc(C(=O)O)ccc1S2(=O)=O
 : 12%, -0.7%, -9%, 4%, -30%, 9%, -0.1%, 2.9%, 1%
O=C(CSc1nc(O)c(C2CCCCC2)c(=O)[nH]1)Nc1ccccc1Cl
 : 4%, -2.0%, 8%, 9%, -60%, 7%, -0.2%, -1.2%, 20%
Fc1ccc(CN2CCCCCC2)c(F)c1
 : ?, -1.5%, 8%, 5%, -21%, 14%, -0.1%, 0.9%, -15%
CCCN1CCN(C(=O)c2noc3c2COc2ccc(C)cc2-3)CC1
 : 8%, 7.5%, -1%, 5%, -20%, -13%[20 µM], -0.1%, -0.1%, -15%
COc1cc(-c2nc(Cc3c(F)cccc3Cl)no2)cc(OC)c1OC
 : 2%, 19%, 1%, /, -12%, -8%, 0.0%, 0.3%, 9%
COC(=O)c1cc2cc(Cl)ccc2nc1SC
 : 5%, 4.6%, 1%, 10%, -6%, 10%, 0.2%, 1.7%, -3%
N#CC1=C(N)S[C@@H](C(=O)c2ccc(F)cc2)[C@@H]1c1cccs1
 : 14%, 17%, -9%, 5%, -2%, -29%, -0.2%, 21%, 10%
CCCCn1nnnc1SCC(=O)Nc1cccc(C)n1
 : 4%, 0.3%, 7%, -2%, 0%, 5%, -0.2%, 0.4%, 6%
COc1ccc(-c2cc(C(F)(F)F)nc(-n3cncn3)n2)cc1
 : 3%, 2.0%, -4%, 5%, 18%, -19%, -0.1%, -3.2%, 12%
COc1ccccc1C1C(C#N)=C(N)N(c2cccnc2)C2=C1C(=O)CC(C)(C)C2 (stereo not drawn)
 : 3%, -2.7%, 11%, 4%, -22%, 12%, 0.1%, 1.3%, 5%
O=C(N/N=C/c1cccc2ccccc12)c1ccc(CN2CCOCC2)cc1
 : 0%, -4.6%, 2%, 20%, -7%, -10%, -0.1%, 1.4%, 26%
COC(c1ccccc1)c1nnc(CCC(=O)N(C)CCc2ccccc2)o1 (stereo not drawn)
 : 3%, /, 1%, 17%, 2%, 19%[20 µM], 0.0%, -1.8%, 2%
COC(=O)c1c(NC(=O)CSc2nnc(-c3cccnc3)n2Cc2ccco2)sc(C)c1C
 : 6%, 14%, -5%, 13%, 16%, -57%, 0.3%, -0.9%, 2%
CCC/C=C(\CCC)C(NC(=O)OCC(C)C)c1ccc(C(=O)OC)cc1 (stereo not drawn)
 : 11%, -2.5%, 6%, 9%, -23%, 19%, -0.1%, 1.9%, -6%
O=C(CC1SC(=NC2CCCCC2)NC1=O)Nc1ccccc1 (stereo not drawn)
 : 8%, 1.9%, -3%, 16%, 42%, -12%, 0.2%, -0.8%, 2%
Cc1sc(NC(=O)Cc2ccc3c(c2)OCO3)nc1-c1ccc2c(c1)CCN2C(=O)c1ccc(F)cc1
 : -1%, -2.2%, 9%, 6%, -7%, 31%, 0.2%, 8.2%, 7%
O=C(Nc1cccc(C(F)(F)F)c1)c1cc(-c2ccc(F)cc2)on1
 : 9%, -7.1%, -4%, 4%, -3%, 10%, 0.2%, -1.2%, 9%
Cc1cccc(N2CCN(C(=O)CSCc3c(C)noc3C)CC2)c1C
 : 11%, 4.1%, 7%, 0%, 38%, -2%, -0.1%, -0.2%, 23%
CC(C)c1ccc(NC(=O)C[n+]2ccn(C3=C([O-])c4ccccc4C3=O)c2)cc1
 : 2%, -2.4%, -9%, 5%, -46%, -14%, 0.6%, -1.8%, 7%
O=C(O)C1CCCCC1C(=O)Nc1ccccc1C(=O)N1CCN(c2ccc(F)cc2)CC1 (stereo not drawn)
 : -3%, 2.9%, 2%, 1%, -29%, 15%, -0.3%, 0.1%, 6%
Cc1ccn2c(CN3CCOCC3)c(-c3ccccc3)nc2c1
 : 2%, -1.0%, 13%, 6%, -34%, -6%, 0.1%, 1.9%, -27%
Cc1ccc(N(C)C(=O)c2ccc(CNc3c(N4CCC(C)CC4)c(=O)c3=O)cc2)cc1
 : 9%, -1.8%, -15%, 16%, 6%, 19%, 0.3%, -0.5%, 23%
COc1cc(OC)c([N+](=O)[O-])cc1/C=N/NC(=O)c1ccncc1
 : 8%, -0.8%, -5%, 36%, -21%, -12%, -0.5%, -2.5%, 1%
O=c1[nH]c(-[n+]2ccccc2)c(/C=N/NC([S-])=Nc2ccccc2)s1
 : 16%, -6.6%, -6%, 20%, -10%, 24%, 0.2%, 98%, 1%
C/C(=N\Nc1nncc2ccccc12)c1ccc(Cl)c([N+](=O)[O-])c1
 : 11%, 4.9%, 4%, 8%, -10%, -177%, -0.4%, -1.1%, -19%
O=C(COc1ccccc1)NCC(=O)N/N=C/c1ccc(O)cc1O
 : 69µM*, 0.7%, -6%, 25%, 0%, 19%, -0.1%, 0.4%, -1%
CN(C)c1nnnn1Cc1ccc(Cl)cc1Cl
 : 10%, 2.5%, 13%, 17%, -34%, -23%, 0.0%, -0.3%, 9%
CCCCOC(=O)CNc1n[nH]c(=S)[nH]c1=O
 : 8%, -0.2%, -2%, 20%, -3%, -10%, -0.2%, -0.6%, -2%
O=C(N/N=C/c1cc(Br)c(Br)o1)c1cc2ccccc2o1
 : 13%, -5.0%, 11%, 11%, -19%, -29%, -0.2%, 1.9%, 7%
CCc1ccc2[nH]c(=O)c(CN(CCO)C(=O)NCc3ccccc3)cc2c1
 : 3%, -2.6%, -1%, -5%, 2%, 3%, 0.2%, -1.5%, 7%
Cc1c(NC(=O)c2ccc3c(c2)C(=O)N(CC2CCCO2)C3=O)cccc1C(=O)O (stereo not drawn)
 : 13%, -1.9%, -8%, -6%, 13%, 27%, -0.4%, -0.9%, 11%
C/C(=N\Nc1nc(C(C)(C)C)cs1)c1ccccc1
 : 13%, -1.7%, -10%, 9%, -143%, 7%, -0.1%, -0.5%, -88%
Cc1cc(-c2nnc(SCC(=O)Nc3cccc(C)c3C)n2N)n[nH]1
 : 6%, 1.0%, 8%, 9%, -31%, 10%, -0.1%, -2.1%, 5%
COc1ccc(OC)c(C(=O)CSc2nnc(-c3ccc(OC)c(OC)c3)o2)c1
 : /, -5.7%, -11%, 14%, 11%, 4%, -0.1%, -2.4%, 24%
Cc1ccc(-c2nc3ccccc3o2)cc1NC(=S)NC(=O)/C=C/c1ccco1
 : 10%, 0.1%, -6%, 25%, -26%, -22%, 0.3%, 5.0%, -42%
CC(C)NC(=O)C1CCN(C2CCN(CC3CC=CCC3)CC2)CC1 (stereo not drawn)
 : 3%, /, 17%, 10%, -32%, -29%[20 µM], -0.2%, 0.3%, -2%
CCOC(=O)C1=NNC2(CC(=O)N(c3cc(C)cc(C)c3)C2=O)C1 (stereo not drawn)
 : 4%, -0.3%, 10%, 13%, -6%, 0%, -0.1%, -0.6%, 21%
CC1(C)Cc2ccccc2C(Nn2cnnc2)=N1
 : 2%, -3.0%, 4%, 7%, -19%, 18%, -0.2%, 13%, 4%
Cc1ccc(-n2nc3ccc(NC(=S)NC(=O)/C=C/c4ccco4)cc3n2)cc1
 : 2%, 0.3%, 6%, 32%, -129%, -43%, 0.7%, 65%, -80%
Cc1[nH]nc(SCC(=O)NC2CCCCC2)c1[N+](=O)[O-]
 : 5%, 0.4%, 6%, 8%, -26%, 2%, 0.1%, 7.1%, -33%
CCOCC(=O)Nc1ccc(S(=O)(=O)Nc2ncccn2)cc1
 : 7%, -2.6%, 1%, 10%, 3%, -25%, -0.1%, -2.0%, 1%
COC(=O)c1cnc(N2CCOCC2)nc1C(F)(F)F
 : 6%, -3.6%, -1%, 7%, 3%, -2%, 0.3%, 1.8%, 11%
c1ccc(OCc2nc(-c3ccccc3)no2)cc1
 : -2%, -4.7%, 0%, -1%, -38%, 33%, 0.0%, 0.2%, -36%
CCOC(=O)/C(C#N)=C/c1cn(CCC(=O)O)nc1-c1ccc(F)cc1
 : 4%, -3.5%, 24%, 0%, -20%, -16%, -0.4%, -0.5%, 6%
Cc1ccc(Nc2c([N+](=O)[O-])cc(C(=O)N3CC(=O)Nc4ccccc43)cc2[N+](=O)[O-])c(C)c1
 : 15%, 2.8%, 8%, 3%, -24%, -17%, 0.9%, -2.5%, -11%
CC(C)N(Cc1ccccc1)C(=O)COC(=O)c1cnccn1
 : 5%, 4.3%, 15%, 5%, -34%, -9%, -0.2%, 24%, 3%
NNC(=S)Nc1ccc(OC(F)(F)F)cc1
 : 8%, 2.3%, -2%, 18%, 10%, 5%, -0.2%, -0.9%, -1%
CCOC(=O)c1c(C)c(C(=O)Nc2ccc(F)cc2)c(C)n1C
 : 1%, 2.5%, -16%, 4%, -24%, -42%, -0.6%, -2.1%, 0%
Oc1oc(C=Nc2ccc(F)cc2F)c2ccccc12
 : -3%, -2.4%, 15%, 4%, -7%, 16%, -0.3%, -2.3%, -6%
COc1ccccc1N1CCN(/N=C/c2cccc(OC)c2OC)CC1
 : -6%, 2.3%, -5%, 11%, -35%, -30%, 0.5%, 2.4%, -8%
Cc1cc(Br)c(Cl)cc1NC(=O)CN1C(=O)C2C3CC(c4ccccc4)C(C3)C2C1=O (stereo not drawn)
 : 12%, 7.0%, -1%, 12%, -7%, -23%, -0.2%, 0.2%, -185%
COc1ccc(S(=O)(=O)Nc2cc(C(C)C)c(O)cc2C)cc1
 : 6%, -3.0%, 15%, 5%, -5%, 8%, 0.0%, 1.5%, 8%
O=C(c1ccccc1)N1CCC(O)(c2ccc3c(c2)OCO3)CC1
 : -2%, 0.6%, 8%, 24%, -27%, 3%, 0.4%, 2.0%, 9%
